Cl transport mod = KCC2 cotransporter modulators, thallium flux, primary screen, cell-based, HEK293 KCC2, FluoZin-2 fluorescence, MLSMR; Solute carrier family 12 member 5 (Homo sapiens), Q9H2X9; KCC2 cells, thallium flux FluoZin-2 fluorescence; B-score of Tl+ flux slope (higher = more flux/activation; lower = inhibition) at 10 µM; 2.2% of 190,000 active;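 active = thallium flux slope and its plate-corrected score both differing from the plate sample mean at a set confidence after two filtering rounds, in either direction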;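 also: slope of fluorescence scaled to starting intensity during 10 to 20 s after thallium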
Target sequence (Q9H2X9 whole entry, looked up): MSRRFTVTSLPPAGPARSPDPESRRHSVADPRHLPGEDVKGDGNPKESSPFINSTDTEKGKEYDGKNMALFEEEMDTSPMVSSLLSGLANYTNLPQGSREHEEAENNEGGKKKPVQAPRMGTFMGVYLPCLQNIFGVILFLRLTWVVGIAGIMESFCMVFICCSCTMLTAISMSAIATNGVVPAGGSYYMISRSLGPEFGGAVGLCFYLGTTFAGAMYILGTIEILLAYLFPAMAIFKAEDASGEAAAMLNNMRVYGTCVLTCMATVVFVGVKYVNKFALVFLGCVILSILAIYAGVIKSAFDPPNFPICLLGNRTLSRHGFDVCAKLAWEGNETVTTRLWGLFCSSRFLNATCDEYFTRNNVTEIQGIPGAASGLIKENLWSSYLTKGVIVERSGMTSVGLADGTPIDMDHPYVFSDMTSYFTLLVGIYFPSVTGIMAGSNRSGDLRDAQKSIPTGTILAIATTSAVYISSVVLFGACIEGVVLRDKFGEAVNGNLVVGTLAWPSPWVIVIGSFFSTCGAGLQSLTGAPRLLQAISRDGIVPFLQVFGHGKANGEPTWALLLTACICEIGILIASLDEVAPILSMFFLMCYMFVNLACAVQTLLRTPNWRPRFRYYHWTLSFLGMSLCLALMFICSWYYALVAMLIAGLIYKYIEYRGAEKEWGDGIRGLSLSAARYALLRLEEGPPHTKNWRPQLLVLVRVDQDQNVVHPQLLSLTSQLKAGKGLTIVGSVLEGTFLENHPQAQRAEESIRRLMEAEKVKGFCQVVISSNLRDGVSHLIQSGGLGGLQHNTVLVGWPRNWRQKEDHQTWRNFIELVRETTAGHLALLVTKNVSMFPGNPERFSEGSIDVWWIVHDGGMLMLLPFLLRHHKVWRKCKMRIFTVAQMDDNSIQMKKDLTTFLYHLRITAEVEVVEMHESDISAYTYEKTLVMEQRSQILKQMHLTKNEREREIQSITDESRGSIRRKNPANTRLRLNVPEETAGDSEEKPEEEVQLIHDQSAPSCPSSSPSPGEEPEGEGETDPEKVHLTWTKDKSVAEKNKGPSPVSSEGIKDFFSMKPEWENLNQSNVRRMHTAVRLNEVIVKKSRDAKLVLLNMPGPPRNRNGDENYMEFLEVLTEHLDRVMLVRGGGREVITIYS
TNF necrop inh = inhibitors of TNF-alpha triggered necroptosis, primary screen, cell-based, Jurkat FADD-/-, single concentration; Jurkat FADD-/- TNF necroptosis rescue, ATP luminescence, 24 h; 0 = TNF only, 100 = no-TNF cells; activation (protection from cell death), % at 10 µM; 0.068% of 220,000 active; AID 463075, 2010;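 active = activation, meaning protection from cell death, of at least 50% relative to plate controls; inactive = activation below 50%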;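 also: necroptosis triggered by 40 ng/mL TNF-alpha added together with compound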
EBV gp42 block = Epstein-Barr virus gp42 inhibitors, primary screen, biochemical, uHTS, fluorescence polarization | Glycoprotein 42 (Epstein-Barr virus (strain AG876)), Q1HVG2 | Fluorescence polarization binding assay, mP read-out | inhibition, % (tested at 21.74 µM) | 0.42% of 220,000 active | AID 1085, 2008; in the data active = inhibition above about 50%
PERK inh = block of dimerizer-induced PERK translation repression, primary screen, PERK inhibitor project, CHO PERK-DD cells, SEAP luminescence, HTS; 0.17% of 220,000 active; CHO PERK-DD fusion, SEAP luminescence translation reporter; inhibition, % at 5.6 µM;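 active = inhibition above the mean inhibition of all tested compounds plus 3 SD, set separately per screening campaign, cut at about 2.9% in these data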;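 also: PERK kinase domain activated by AP20187 dimerizer at 100 nM; 0% = DMSO with dimerizer and 100% = rapamycin at 8.4 µM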
m-calpain inh = inhibitors of pig calpain II, primary screen, biochemical, fluorogenic peptide substrate, 1536-well; purified calpain II, 30 min; inhibition, % at 16 µM; 0.37% of 220,000 active; AID 1236, 2008;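 active = inhibition above about 50%, limit read from the data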
eIF4E-4G inh = eIF4E–eIF4G protein interaction inhibitors, primary screen, biochemical, uHTS, TR-FRET, eIF4GI fragment. inhibition, % at 21.7 µM. TR-FRET eIF4E-eIF4GI(517-606) binding, 2 h. 0.37% of 220,000 active. AID 782, 2007;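 active = inhibition above about 30%, limit read from the data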;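 also: 0% = full FRET control wells and 100% = background wells lacking eIF4GI fragment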
MDM2 E3 inh = MDM2-luciferase reporter signal enhancers, primary screen, MDM2 E3 ligase inhibitor project, cell-based, luminescence, 1536-well. AID 1230, 2008. signal enhancement, % at 5 µM. 0.11% of 210,000 active. cell-based MDM2 ubiquitination luciferase reporter, 2 h; 0 = plate control, 100 = twice control, blank-subtracted;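 active = signal enhancement of 30% or more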;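 also: luminescence tracks abundance of the self-degrading MDM2-luciferase fusion protein; higher signal means inhibition of MDM2 E3 ligase activity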
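Assay system: stable mammalian line carrying autodegrading MDM2–luciferase fusion reporter; amount: 2000 cells seeded into each well; buffer or medium: DMEM; benchmarks: plate control and blank wells; signal: luciferase luminescence; timing: 2 h compound exposure at 37 °C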
Rad51 HR inh = human RAD51 strand exchange inhibitors, primary screen, biochemical, fluorescence. inhibition, % at 10 µM. 0.085% of 200,000 active. AID 1385, 2008. hRad51 DNA strand exchange, fluorescence dequenching. DNA repair protein RAD51 homolog 1 (Homo sapiens), Q06609;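 active = inhibition above 40% at the single screening dose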;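 also: 0% = DMSO control wells and 100% = blanks with heterologous ssDNA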
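Material: human Rad51–ssDNA filaments; Probe or stimulus: labelled 47-mer dsDNA for strand exchange; Doses: single 10 µM dose; Incubation: 37 °C 15-min filament assembly, 30-min compound preincubation, 15-min exchange; Technique: FRET fluorescence dequenching, excitation 485 nm, emission 520 nm; Measure: Fluorescence-based percent inhibition, control- and blank-normalised; Benchmarks: plate control and blank wells.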
zVAD death inh = inhibitors of zVAD-triggered necroptosis, primary screen, L929 cells | viability rescue, % at 10 µM | L929 zVAD necroptosis rescue, ATP luminescence, 24 h; with zVAD 60 µM | AID 1377, 2008 | 0.38% of 220,000 active;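 active = activation, scaled between plate controls, above about 75%, limit read from the data; inactive = activation under that limit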;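 also: 0% = zVAD with DMSO and 100% = DMSO alone without zVAD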
Starred values were filed as active, the others as inactive; . = no result given; [ ] = another dose, or the depositor's remark.

Structure	Cl transport mod	TNF necrop inh	EBV gp42 block	PERK inh	m-calpain inh	eIF4E-4G inh	MDM2 E3 inh	Rad51 HR inh	zVAD death inh
COc1ccc2[nH]cc(CCn3ccc(=O)c(C)c3C)c2c1	-0.147	0.2	4.6	1.3	-18.8	1.7	-5.6	.	0.2
COC(CNC(=O)c1cccc(-n2c(=S)[nH]c3cc(Cl)ccc3c2=O)c1)OC	4.43*	0.1	-29.1	1.0	-29.9	8.1	-1.8	13.7	-0.4
COc1ccccc1-c1nc(C#N)c(NCCCn2ccnc2)o1	-0.781	1.9	-3.6	0.1	-274.0	-3.0	-6.4	19.8	1.1
C/C(=N\Nc1ccc(S(=O)(=O)N2CCOCC2)cc1[N+](=O)[O-])C(C)C	0.606	1.3	-21.6	0.7	-4.9	-1.6	5.3	0.4	0.1
CS/C(=N\NC(N)=O)c1ccccc1	1.04	0.4	-7.5	1.1	39.4	-6.6[fluorescence artefact?]	-13.2	6.8	0.7
CC1CN(C(=O)N2CCOCC2)CCN1C(=O)N1CCOCC1 (stereo unspecified)	0.608	-0.3	-24.1	1.1	3.2	4.0	-7.8	-20.9	-0.4
Cc1ccc(S(=O)(=O)n2nc(OC(=O)c3ccco3)cc2N)cc1	0.416	3.2	-3.8	0.5	-18.0	5.8	-1.8	-1.9	4.9
CCC(CC)C(=O)NCCc1cc2c(C)ccc(C)c2[nH]c1=O	0.0657	1.8	-16.2	1.0	5.1	4.9	-5.2	.	0.8

Given with values under each structure: 2 of the compounds above
Order of results – Cl transport mod	TNF necrop inh	EBV gp42 block	PERK inh	m-calpain inh	eIF4E-4G inh	MDM2 E3 inh	Rad51 HR inh	zVAD death inh
COc1ccccc1-c1nc(C#N)c(NCCCn2ccnc2)o1
→ -0.781	1.9	-3.6	0.1	-274.0	-3.0	-6.4	19.8	1.1
C/C(=N\Nc1ccc(S(=O)(=O)N2CCOCC2)cc1[N+](=O)[O-])C(C)C
→ 0.606	1.3	-21.6	0.7	-4.9	-1.6	5.3	0.4	0.1

(more compounds)
Structure	Cl transport mod	TNF necrop inh	EBV gp42 block	PERK inh	m-calpain inh	eIF4E-4G inh	MDM2 E3 inh	Rad51 HR inh	zVAD death inh
O=C(CCC1CCCN(C(=O)Cn2cnnn2)C1)NCc1ccc(F)c(F)c1 (stereo unspecified)	-0.266	-0.1	-5.8	2.5	12.7	-0.4	-7.4	.	-0.1
Cc1ccc(CNC(=O)COC(=O)CSc2ccc(Br)cc2C)cc1	-0.359	1.4	-5.8	0.4	27.4	-4.0	-13.4	-3.4	0.9
CCn1c(SCC(=O)N/N=C/c2c[nH]c3ccccc23)nnc1-c1ccc(Cl)cc1	-1.75	-2.8	3.2	0.7	-19.4	3.6	8.3	18.2	1.0
COc1cc(C)ccc1OCCCOc1cc(C)ccc1Cl	0.629	-3.4	.	1.7	.	.	.	-7.6	0.4
O=C(C[n+]1cc(-c2ccc(F)cc2)n2c1CCC2)OCc1ccccc1	0.0856	1.0	-10.1	1.6	-5.2	2.1[fluorescence artefact?]	10.1	9.8	0.2
CCO/N=C(\C)c1c(O)c(CC)c(-c2ccccc2)n(-c2ccccc2)c1=O	-0.62	-1.5	-11.4	0.3	-11.5	2.3	.	-11.0	-0.4
Cc1ccc(NC(=O)c2ccccc2CCc2ccccc2)c(C)c1	-0.095	-2.3	-1.1	1.0	-24.4	2.4	-10.5	-4.9	-0.3
Cc1ccc(NC(=O)Nc2cnc3ccccc3c2)cc1	0.354	2.3	3.2	-0.6	5.0	0.2	-10.1	6.0	73.7
Cc1ccc(N2C(=O)CC(c3ccsc3)C3=C2CC(C)(C)CC3=O)cc1 (stereo unspecified)	-0.182	-1.8	-12.7	-1.0	8.5	-5.6	3.3	-11.4	-0.3
O=C(NCc1cccnc1)c1ccccn1	.	-0.9	-8.6	0.5	-14.2	0.3[fluorescence artefact?]	2.3	-2.7	0.2
COc1ccc(C(=O)Nc2cc(C)on2)cc1[N+](=O)[O-]	1.2	0.6	-19.4	0.9	-25.6	2.9	13.4	0.5	4.1
Cc1cccc(Oc2ccc(S(=O)(=O)N3CCCCC3)cc2N)c1	-0.129	-1.2	9.6	0.0	45.5	5.1	-7.7	-1.7	1.2
CCCn1c(C)cc(C(=O)COC(=O)CN=C2NS(=O)(=O)c3ccccc32)c1C	-0.245	0.0	-8.0	0.2	16.5	-1.8	-5.0	-0.8	-0.4
Cc1cc(C)cc(NC(=O)CSCc2cnn(-c3ccccc3)c2-n2cccc2)c1	-0.944	-0.1	-6.8	-0.3	15.1	0.7	-12.6	-1.0	0.5
CCc1ccc2c(COC(=O)c3n[nH]c4ccccc34)cc(=O)oc2c1	-4.95	-8.3	-7.5	0.3	3.6	0.5	-5.1	-4.2	-0.5
COc1ccc(C(=O)Nc2sc(C(=O)N(C)C)c(C)c2C#N)cc1[N+](=O)[O-]	-0.666	1.1	-6.0	0.3	-0.4	-1.2	-17.8	14.1	0.4
Fc1ccc(-c2nc(-c3cccs3)[nH]c2-c2ccc(F)cc2)cc1	-0.967	4.3	1.4	-0.1	-69.1	2.5	-7.9	-3.1	1.1
COc1ccc(S(=O)(=O)N2CCOCC2)cc1C(=O)Nc1nc2ccccc2s1	.	-1.5	5.4	-0.2	-19.8	-36.9[fluorescence artefact?]	-6.8	3.7	0.2
CC(Nc1nc(N2CCNCC2)nc2ccccc12)c1ccccc1 (stereo unspecified)	0.0556	1.2	3.3	-1.2	-116.0	11.6	-49.5	2.1	-1.1
CCc1nnc(SCC(=O)NC2CCCCC2)nc1CC	0.0672	0.0	-19.0	-0.7	27.2	-1.6	-33.4	0.1	0.4
Cc1sc2nc(C(C)C)oc(=O)c2c1C	.	0.3	5.3	0.1	-46.2	8.5	-10.1	1.2	0.8
CCOc1ccccc1-c1nc(-c2ccc(NC(=O)c3ccc(Br)o3)cc2)no1	0.5	-0.6	-8.1	0.8	-312.7	-24.5	0.8	7.6	0.7
CCOC(=O)COc1ccc2c(C#N)c3ccccn3c2c1	1.12	-0.3	4.2	0.5	-162.1	2.1	-8.2	-17.5	3.0
O=C(O)c1c[nH]c2ccc(S(=O)(=O)N3CCOCC3)cc12	0.58	-0.2	-20.0	-0.4	9.8	0.6	-21.1	-3.5	-0.5
O=C1CS/C(=N/N=C/c2ccncc2)N1	.	-1.2	-15.3	0.8	-3.6	5.1	-6.8	14.0	0.3
O=C(NCCc1ccc([N+](=O)[O-])cc1)c1ccccc1	-0.28	2.7	-5.7	-1.0	15.9	8.3	0.5	-13.3	-0.1
CCC1C(=O)N(c2nc(C)cc(C)n2)N=C1C (stereo unspecified)	.	0.8	-6.0	0.8	-22.1	-0.9	-12.2	-7.8	0.0
Cc1nnc(N2CCOCC2)c2nn(-c3cccc(Cl)c3)c(C)c12	-1.51	1.2	-48.2	-1.0	-10.4	0.3	-4.3	-214.4	0.3
O=C(COC(=O)CCSc1ccccc1)Nc1cc(F)ccc1F	-1.08	2.8	-16.5	-0.1	-0.7	1.6	6.9	5.8	2.2
O=C(CSC(=S)N1CCOCC1)Nc1ncc2c(n1)CC(c1ccco1)CC2=O (stereo unspecified)	0.505	-2.0	-13.7	-0.7	-2.2	-1.9	-9.8	21.6	0.0
Cc1[nH]nc(-c2ccc(O)cc2O)c1-c1ccc(Cl)cc1	0.111	-15.0	-15.5	0.3	30.0	11.9[fluorescence artefact?]	-24.5	-6.9	0.2
COC(=O)Nc1ccc(S(=O)(=O)N2CCCC(C(=O)NC3CCS(=O)(=O)C3)C2)cc1 (stereo unspecified)	0.771	1.8	0.8	1.4	-15.0	-0.5	19.4	3.0	1.1
COc1ccc(CCNC(=O)CSc2nnc3ccc(-c4cccnc4)nn23)cc1	1.89	0.5	8.8	0.0	11.9	-4.1	-1.5	9.6	-0.4
O=C(O)c1ccc[nH]c1=S	.	1.0	-12.5	1.0	30.6	-1.3	-5.8	26.7	-0.7
CSc1nc2ccc(NC(=O)C3=NN(c4ccccc4)C(=O)CC3)cc2s1	-0.75	0.1	0.3	-0.6	-31.2	-0.8	-10.4	1.8	1.6
O=C(O)COCC(=O)NCc1nc(-c2ccc(C(F)(F)F)cc2)no1	1.16	2.0	-7.6	1.0	-8.2	-2.2	-9.3	.	0.6
O=C(/C=N/NC(=O)c1ccccc1Br)c1ccccc1	8.02*	-2.6	-4.2	0.8	-20.9	1.5	-1.3	-13.9	-0.8
CCN(CC)CCNC(=O)Cn1nc(Cc2ccccc2)c2ccccc2c1=O	.	0.4	-26.1	-0.4	0.0	5.8[fluorescence artefact?]	-12.2	8.0	0.6
O=C(NCc1ccco1)c1scc2c1OCCO2	.	0.4	4.2	1.3	15.7	-0.3	2.0	3.0	1.8
CCOC(=O)c1nnc(-c2ccc(C)cc2)nc1Sc1ccccc1Cl	.	-9.4	-17.8	0.3	12.8	3.1	.	0.9	0.0
COc1ccccc1C(=O)Nc1ncc2c(n1)CC(c1ccco1)CC2=O (stereo unspecified)	-0.103	-5.2	-0.6	-0.1	29.6	-2.7	3.3	-0.4	1.2
COC(=O)c1cc2c(cc1N)OCCO2	0.583	-0.9	-15.2	-1.0	-30.6	1.9	0.4	5.1	8.0
S=c1[nH]nc(Cc2ccc(Cl)cc2)n1-c1ccc2c(c1)OCCO2	-0.317	0.4	-11.7	0.2	2.1	-1.4	-4.8	1.5	0.1
c1ccc(-c2ccccc2OCCOCCN2CCCCC2)cc1	-0.00995	4.8	-3.1	0.4	-5.6	-0.4	-0.7	7.5	-0.2
CC1=CC(C)(C)n2c(O)c(N=N)c3c(C)ccc1c32	1.35	-0.5	11.4	0.6	28.6	3.9	-7.6	3.6	-0.6
Cc1ccccc1-c1noc(-c2cccs2)n1	0.536	-1.0	-10.0	0.1	-33.9	1.3	-0.4	-9.9	-0.1
NC(=O)c1sc2cc(C(F)(F)F)cnc2c1-c1ccccc1	-0.373	4.7	1.4	0.8	-2.3	1.2	-4.2	26.5	0.3
Cc1[nH]c2ccccc2c1SCc1nnc(SCc2ccc(Cl)cc2)n1C	.	-1.7	-6.3	-1.2	3.4	-0.9	0.7	9.9	0.2
COC(=O)c1cc2ccsc2n1Cc1ccccc1F	0.0736	1.9	-7.0	0.4	10.3	-1.3[fluorescence artefact?]	2.4	.	.
